# NIH3T3 tox: NIH 3T3 cell cytotoxicity; 94,000 compounds, 4.3% hits; AID 1345082; NIH 3T3 viability, CellTiter-Glo ATP luminescence, 48-72 h; Potency, µM (series often up to 96.7 µM), inactives show at the highest dose activity change, negative = cytotoxicity, usual class: inhibitors; also: potency is read from the fitted curve at half-maximal effect; nearly all actives have a fitted effect of over 55% in size
#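 NIH 3T3 cells at 400 cells/well received 23 nL of compound by pintool and were incubated 48 or 72 h at 37 °C. Viability was read as ATP-coupled CellTiter-Glo luminescence.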
# HEK cytotox: kills HEK 293 cells | HEK 293 viability, ATP luminescence (CellTiter-Glo), 48-72 h | Potency, µM (titrated, usually from 115 µM), without a hit: at the highest dose activity change, negative = cytotoxicity, actives largely listed as inhibitors | 94,000 compounds, 6.6% hits | AID 1345083; also: potency is read from the fitted curve at half-maximal effect; nearly all actives have a fitted effect of over 60% in size
#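 Luminescence from cellular ATP, measured with CellTiter-Glo, indicates HEK 293 viability. Cells plated at 250 cells/well are treated with compound for 48 or 72 hr at 37 degree Celsius before reagent addition.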
# GPT2 inh: inhibitors of human GPT2 alanine aminotransferase; Recombinant GPT2, coupled pyruvate oxidase/HRP Amplex Red fluorescence; 100,000 compounds, 0.25% hits; Q8TD30; Potency, µM (top dose mostly 57.7 µM), inactives show at the highest dose activity change, negative = inhibition, hits mostly inhibitors; AID 1671188; also: potency is read from the fitted curve at half-maximal effect; nearly all actives have a fitted effect of over 60% in size; many of its hits are not listed in these tables
# Target sequence (Q8TD30 whole entry, looked up): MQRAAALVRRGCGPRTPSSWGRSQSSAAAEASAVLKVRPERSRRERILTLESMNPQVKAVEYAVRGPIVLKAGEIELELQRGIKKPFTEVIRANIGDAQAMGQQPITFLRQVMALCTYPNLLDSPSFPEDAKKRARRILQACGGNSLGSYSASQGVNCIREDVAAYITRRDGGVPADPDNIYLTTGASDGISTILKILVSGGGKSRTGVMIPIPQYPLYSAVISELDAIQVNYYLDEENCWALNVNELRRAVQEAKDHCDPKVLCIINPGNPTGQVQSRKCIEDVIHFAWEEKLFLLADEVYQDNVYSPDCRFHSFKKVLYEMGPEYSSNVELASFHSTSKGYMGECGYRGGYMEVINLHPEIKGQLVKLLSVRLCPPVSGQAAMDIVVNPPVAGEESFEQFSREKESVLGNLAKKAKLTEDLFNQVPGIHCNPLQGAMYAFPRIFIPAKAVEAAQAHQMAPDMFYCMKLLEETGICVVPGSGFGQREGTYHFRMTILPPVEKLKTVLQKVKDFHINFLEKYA
#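 Recombinant GPT2 (10ng/uL) with 250uM a-KG and 2mM L-alanine, 30 min at room temperature, in HEPES pH 7.5 buffer. Pyruvate detected by pyruvate oxidase/HRP/Amplex Red fluorescence after 30 min in the dark; AOA (50uM) as positive control.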
# IP6K1 inh: inhibitors of human IP6K1. Q92551. IP6K1 kinase, ADP-Glo luminescence, 2 h; stronger effect = lower value. activity change, % (series mostly up to about 58 µM). 140,000 compounds, 0.81% hits. AID 1645851; in the data active = activity change below about -25%
#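 ADP-Glo luminescence measures ADP made by human IP6K1 during a 2 h RT reaction with ATP/IP6 (mix at 1.3 mM/130 uM); top library doses 57.5 and 19.1 uM final.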
# SNCA viab count: cell viability loss counter-screen; AID 1671193; 150,000 compounds, 0.12% hits; HEK-293-SNCA-luc viability, GF-AFC fluorescence, 24 h; Potency, µM (doses to about 57.1 µM), inactives show at the highest dose activity change, negative = cytotoxicity, hits mostly cytotoxic;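 also: potency is read from the fitted curve at half-maximal effect; 0% = DMSO-treated cells and -100% = medium-only wells without cells; nearly all actives have a fitted effect of over 30% in size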
#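 HEK-293-SNCA-luc cells (1500/well) plated 24 h, then exposed 24 h to a dilution series; GF-AFC added 30 min at 37C, fluorescence 405/540 nm; normalised to medium-only and DMSO wells, Hill fit.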
# SNCA expr inhib: inhibitors of alpha-synuclein (SNCA) gene expression | HEK-293 SNCA-luciferase knock-in, luminescence, 24 h | Potency, µM (doses to about 57.2 µM), without a hit: at the highest dose activity change, negative = inhibition, most hits filed as inhibitors | 140,000 compounds, 0.17% hits;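 also: potency is read from the fitted curve at half-maximal effect; plate controls were DMSO cells for no effect and cell-free wells for full effect; nearly all actives have a fitted effect of over 45% in size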
# FLuc inh: blocks purified firefly luciferase enzyme activity; Potency, µM (highest dose often 115 µM), for inactives: top-dose activity change, negative = inhibition, usual class: inhibitors; purified P. pyralis luciferase, luminescence, biochemical; AID 1347043; 76,000 compounds, 2.5% hits; P08659; also: potency is read from the fitted curve at half-maximal effect; nearly all actives have a fitted effect of over 65% in size
# Target sequence (P08659 whole entry, looked up): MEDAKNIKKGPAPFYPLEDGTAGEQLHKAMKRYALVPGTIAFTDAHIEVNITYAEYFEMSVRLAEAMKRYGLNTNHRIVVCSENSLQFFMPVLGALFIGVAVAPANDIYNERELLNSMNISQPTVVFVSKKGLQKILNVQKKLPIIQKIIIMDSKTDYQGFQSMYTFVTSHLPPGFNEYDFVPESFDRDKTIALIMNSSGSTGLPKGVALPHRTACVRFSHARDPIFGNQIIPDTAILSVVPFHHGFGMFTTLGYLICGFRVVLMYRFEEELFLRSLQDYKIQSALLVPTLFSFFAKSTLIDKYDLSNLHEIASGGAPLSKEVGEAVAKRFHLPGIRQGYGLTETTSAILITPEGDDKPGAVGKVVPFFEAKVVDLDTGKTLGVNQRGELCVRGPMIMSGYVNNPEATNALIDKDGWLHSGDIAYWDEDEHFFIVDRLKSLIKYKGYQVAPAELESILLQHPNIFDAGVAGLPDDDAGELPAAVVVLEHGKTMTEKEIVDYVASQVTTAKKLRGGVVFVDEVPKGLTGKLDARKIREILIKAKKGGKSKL
#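 Inhibitors were tested against purified firefly luciferase in a biochemical, low-substrate format (both substrates at 10uM) and luminescence measured with a CCD imager.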
# * hit, by the source's call; i = inactive; ? = inconclusive; nt = no result given; [ ] = remark or other dose. Unless noted, calls follow the shape of the dose curve; as a rule, active = well fitted curve in the direction sought with a large enough effect; inconclusive = small, poorly fitted or top-dose-only effect, or another doubt; inactive = no such curve, though single readings can be large; an effect the other way counts as inactive or inconclusive. Unless noted, % is scaled to controls: 0 for no effect and ±100 for the full control effect. This is a subset; rates above refer to the full screens.
# Each structure is followed by: NIH3T3 tox, HEK cytotox, GPT2 inh, IP6K1 inh, SNCA viab count, SNCA expr inhib, FLuc inh
CC(=O)N1CCC(C(=O)N2CCC(c3ccccc3)CC2)CC1
  -11%[138 µM], 2%[172 µM], -2%[88.5 µM], 2, -4%[87.6 µM], -4%[87.6 µM], nt
C=CCN(C)C(=O)[C@@H](C)C1CC[C@@]2(C)Cc3sc(-c4cccnc4)nc3[C@@H](C)[C@@H]2[C@H]1O (some centres not stated)
  ?, ?, 1%[88.5 µM], 0, -4%[87.6 µM], ?, ?
O=C(NC[C@H]1O[C@@H](CO)[C@@H](O)[C@H]1N1CCN(c2ccccc2)CC1)c1cccs1
  i, -6%[172 µM], -6%[88.5 µM], 2, 7%[87.6 µM], 7%[87.6 µM], 7%[172 µM]
Cc1ccc(CSc2oc(-c3ccco3)nc2S(=O)(=O)c2ccc(Br)cc2)cc1
  nt, nt, nt, -32*, ?, -23%, nt
COC(=O)c1ccccc1NC(=O)C1=C(C)C(=O)OC12CCC(C)CC2 (configuration not stated)
  nt, nt, nt, 20, 4%, 22%, nt
CC(C)CCC(=O)N1C[C@@H]2CCCN3CCC[C@@H]([C@H]23)[C@H]1CCCC(=O)N1CCOCC1
  1%, 8%, i, 1, 9%, 28%, 1%
Cc1cc(C)c2c(=O)cc(C(=O)NCCc3ccc(S(N)(=O)=O)cc3)oc2c1
  nt, nt, nt, 27, 8%, -3%, nt
CCN1CCCCC12Cc1ccccc1CN(S(=O)(=O)c1ccccc1)C2 (configuration not stated)
  -18%, -21%, -11%, -10, -20%, 9%, nt
O=C(c1ccccc1F)N1CCC2(CC1)CC(N(Cc1ccc(F)cc1)C1CC1)CCO2 (configuration not stated)
  ?, ?, 1%, -2, 6%, 2%, 1%
Cc1cccc(CN(C)CC2CCCN(CCc3cccc(C(F)(F)F)c3)C2)n1 (configuration not stated)
  ?, ?, -5%, 2, -15%, -21%, 5%
O=C(c1ccccc1)N1CCCN(c2cc(-c3ccccc3)[nH]n2)CC1
  -8%, ?, -5%, 8, 3%, -2%, 2%
COc1cccc(N2C(=O)NC(=NC3CCCCC3)C23CCCN(C(=O)c2ccccc2)C3)c1 (configuration not stated)
  i, i, 5%, -15, 7%, -4%, nt
Cc1ccc(Cl)cc1N1CCN(S(=O)(=O)c2ccc3c(c2)C(C(C)C)C(=O)N3)CC1 (configuration not stated)
  nt, nt, nt, 0, 0%, ?, nt
CCc1nnc([C@@H]2CC(F)(F)CN2Cc2cccn2C)o1
  -13%, ?, i, -2, -4%, 20%, 3%
CC(C)(C)c1nc(C(=O)N2CCOCC2)n2ccncc12
  -7%[138 µM], i, i, 3, 7%[87.6 µM], 4%[87.6 µM], nt
Cc1ccc(C2Cn3nnc(C(=O)Nc4ccc(Br)cc4)c3CO2)cc1 (configuration not stated)
  4%, 13%, -1%, -7, 12%, 9%, -2%
CN1CC2(CCN(C(=O)CC3CCCC3)CC2)CC1CN1CCOCC1 (configuration not stated)
  -23%, -7%, i, 10, 18%, 8%, nt
O=c1cc(CN2CCN(S(=O)(=O)c3ccccc3)CC2)nc2sc(-c3ccccc3Cl)nn12
  nt, nt, nt, 3, -6%, 6%, nt
COc1cccc(CN2CCC3(CC2)CC(O)CCO3)c1OC (configuration not stated)
  3%, 0%, i, 8, 4%[12.5 µM], -10%, -6%
COc1ccc(C(=O)N2CCC[C@H](n3c(=O)n(C)c4cccnc43)C2)cn1
  -17%, -25%, ?, -3, 1%, -4%, nt
Cc1cccc(C)c1Nc1c(-c2ccsc2)nc2ccc(Cl)cn12
  nt, nt, nt, 12, 5%, 2%, nt
COCCO[C@H]1C(=O)N(C2CCN(C(=O)Nc3ccccc3F)CC2)[C@H]1c1ccncc1
  -23%, -7%, 4%, 9, ?, 29%, -14%
O=C(c1ccc(Cl)cc1)N1CCC(n2cc(-c3nc(-c4ccccc4)no3)nn2)CC1
  ?, ?, 4%, 13, -4%, 39%[activator], -18%
COC(=O)c1cc2sccc2n1Cc1nc(-c2cccc(Cl)c2)oc1C
  nt, nt, nt, -14, 3%, -14%, nt
CCn1cc(CN2C[C@@H]3C(=O)N(CCCN4CCCC4=O)C(=O)[C@@H]3C2)cn1
  -8%, -4%, i, 24, 13%, 2%, 3%
CCN1CCCC1CNC(=O)CCC1CCN(Cc2cn(CC)c3ccccc23)CC1 (configuration not stated)
  ?, ?, 3%, 9, 0%, 19%, 0%
CCOc1ccc2ccccc2c1C(C(=O)O)N1CCN(CC2CC2)CC1 (configuration not stated)
  -17%, -3%, i, 3, 2%, 7%, 1%
Cc1cccc(NC(=O)CSc2cn(CC(=O)N3CCOCC3)c3ccccc23)c1C
  nt, nt, nt, 24, -26%, -10%, nt
O=C(C1CC=CC1)N1C[C@@H](COc2cccnc2)[C@H](c2ccccn2)C1
  ?, 0%, -13%, -5, -2%, 5%, -11%
CCCCCCCCCCCC(=O)[O][Sn]([CH2]CCC)([CH2]CCC)[O]C(=O)CCCCCCCCCCC
  nt, nt, 3%, -17, -24%[23.9 µM], -31%[25.6 µM], nt
CCC1(N2CCN(S(=O)(=O)c3ccc(F)c(C)c3)CC2)CCN(C(=O)NC)C1 (configuration not stated)
  ?, -15%, 2%, 3, -10%, -1%, 0%
Cc1ccc(C2NC(=O)N(CC(=O)Nc3ccc(C(F)(F)F)cc3)C3=C2C(=O)OC3)cc1 (configuration not stated)
  32µM*, 25µM*, 1%, 14, -9%, -35%, -10%
COc1ccc(NC(=O)Cn2c(-c3ccc(F)cc3)nc(C)c(CCO)c2=O)cc1Cl
  ?, 35µM*, 4%, 3, ?, -27%, -8%
COc1ccc(S(=O)(=O)c2cc(NS(=O)(=O)c3ccc(Cl)cc3)c(C)c(C)c2O)cc1
  nt, nt, nt, 9, -18%, 1%, nt
CCOCCCN(Cc1ccco1)C(=O)c1cc2c(=O)[nH]c3ccc(C)cc3c2s1
  nt, nt, nt, 14, ?, ?, nt
CC1(C)CC[C@]2(C(=O)O[C@@H]3O[C@H](CO)[C@@H](O)[C@H](O)[C@H]3O)CC[C@]3(C)C(=CCC4[C@@]5(C)CC[C@H](OC6OC(C(=O)O)C(OC7OC(CO)C(O)C(O)C7O)C(O)C6O)C(C)(C)C5CC[C@]43C)C2C1 (some centres not stated)
  nt, nt, i, -8, -29%[12.5 µM], nt, nt
CC(=O)NC1(C)CCN(Cc2cccc(-c3ccc4c(ccn4C)c3)c2)C1 (configuration not stated)
  79µM*, 89µM*, 2%[88.5 µM], -12, -27%[87.6 µM], 64%[activator][87.6 µM], 14µM*
CC(C)c1cnc(-c2ccncc2)[nH]1
  -17%[174 µM], -6%[230 µM], 1%[88.5 µM], 7, 3%[87.6 µM], 11%[87.6 µM], nt
CC(C)N1C[C@H](O)C[C@H]1c1nnc2n1CCN(C(=O)c1cccc3nccnc13)CC2
  i, 2%, i, -15, 2%, 8%, 6%
Cc1ccc(CN2C(=O)N(c3ccccc3)C(=O)C2CC(=O)Nc2ccccc2)cc1 (configuration not stated)
  nt, nt, nt, 2, 4%, 16%, nt
CC(=O)N(C1CC1)C1CCOC2(CCN(C(=O)Cn3c(=O)oc4ccccc43)CC2)C1 (configuration not stated)
  -16%, -28%, i, -8, 5%, 51%[activator], 5%
C[S+](=O)([O-])c1cccc(-c2ncc3c(n2)OCCN(CC2CC2)C3=O)c1
  ?, -13%[172 µM], 4%[88.5 µM], 0, -3%[87.6 µM], 76%[activator][87.6 µM], 3%[172 µM]
Cc1ccc2c(c1)c1c(c(=O)n(-c3ccccc3C)c(=O)n1CC(=O)NCCC1=CCCCC1)n2C
  nt, nt, nt, 1, -4%, 17%, nt
CCN(CC)c1ccc(-c2nc(-c3ccncc3)no2)cc1[N+](=O)[O-]
  nt, nt, nt, -1, 10%, 112%[activator], nt
O=C(NC1CCCN(c2cc(-c3ccc(F)cc3)[nH]n2)C1)c1ccccc1 (configuration not stated)
  ?, ?, -2%, 0, ?, 42%[activator], ?
CC1=C[C@@H](CNC(=O)CC(C)(C)CC(=O)O)[C@H](C(C)C)C[C@H]1Cc1nc2ccncc2[nH]1
  i, 4%, i, -16, 2%, -22%, -6%
CN1c2c(nc(N)[nH]c2=O)NC[C@@H]1CNc1ccc(C(=O)N[C@@H](CCC(=O)O)C(=O)O)cc1
  nt, nt, ?, -14, -16%, nt, nt
Cc1ccc(Nc2nnc(-c3ccc(C)c(S(=O)(=O)N4CCOCC4)c3)c3ccccc23)cc1
  nt, nt, nt, 9, 7%, 39%[activator], nt
COc1cccc(-c2nnc(SCC(=O)N(C)C3CCCCC3)o2)c1
  nt, nt, nt, 21, -4%, 72%[activator], nt
CCCCOC(=O)c1ccc(NC(=O)CSc2nc3c(c(=O)[nH]2)CCCC3)cc1
  nt, nt, nt, -8, 11%, 3%, nt

# (further entries)
# Each structure is followed by: NIH3T3 tox, HEK cytotox, GPT2 inh, IP6K1 inh, SNCA viab count, SNCA expr inhib, FLuc inh
Cc1cccc(NC(=O)CSc2nc3ccccc3c3nc(CCn4cncc4C)nn23)c1
  nt, nt, nt, 37, ?, -26%, nt
CCOC(=O)N1CCc2c(sc3c2c(=O)n(Cc2ccccc2)c(=O)n3CC(=O)Nc2cccc(C)c2)C1
  nt, nt, nt, 38, 11%, -13%, nt
O=C(NCCc1noc(C2CC2)n1)C1(c2ccccc2)CC1
  -3%, 18%, i, 24, 7%, -6%, 1%
O=C(c1ccc(Cl)nc1)N1CCC(N2CCCCCC2=O)CC1
  -23%[138 µM], -10%[172 µM], i, 24, 1%[87.6 µM], -21%[87.6 µM], 4%[172 µM]
CCCNC(=O)CSc1c2c(nc3ccc(Cl)cc13)CCCC2
  nt, nt, nt, 11, ?, ?, nt
COc1ccc(C(=O)N2CCC3(CC2)NC(=O)N(Cc2ccccc2)C3=O)c(C)c1
  -23%, -27%, i, 40, 4%, -17%, 21%
Cc1ccccc1-c1nc(N2CCOCC2)cc2c1CN(CC1CC1)C2=O
  -61%[138 µM], ?, -11%[88.5 µM], 17, -13%[87.6 µM], -5%[87.6 µM], -1%[172 µM]
Cc1cnc(-c2cccnc2)n1C1CCCN(C(=O)c2cccn2C)C1 (configuration not stated)
  -22%, -5%, i, 18, -11%, 26%, -6%

# Quoted at random: 4 compounds from above, in no set order.
# Each structure is followed by: NIH3T3 tox, HEK cytotox, GPT2 inh, IP6K1 inh, SNCA viab count, SNCA expr inhib, FLuc inh
CCCNC(=O)CSc1c2c(nc3ccc(Cl)cc13)CCCC2
  nt, nt, nt, 11, ?, ?, nt
Cc1ccccc1-c1nc(N2CCOCC2)cc2c1CN(CC1CC1)C2=O
  -61%[138 µM], ?, -11%[88.5 µM], 17, -13%[87.6 µM], -5%[87.6 µM], -1%[172 µM]
O=C(NCCc1noc(C2CC2)n1)C1(c2ccccc2)CC1
  -3%, 18%, i, 24, 7%, -6%, 1%
O=C(c1ccc(Cl)nc1)N1CCC(N2CCCCCC2=O)CC1
  -23%[138 µM], -10%[172 µM], i, 24, 1%[87.6 µM], -21%[87.6 µM], 4%[172 µM]

# Compound activity (PubChem)
